High-throughput results (PubChem BioAssay)
ELG1 DNA repair: ELG1-dependent DNA repair inhibition. HEK293T ELG1-luciferase reporter, luminescence, 16 h; DNA damage induced by 5-fluorouridine. Potency, µM (series often up to 46.1 µM), for inactives: at the highest dose activity change, negative = inhibition, most hits filed as inhibitors. actives 2.3% (n = 330,000); further: potency means the concentration at half of the fitted maximal effect; on the % scale 0 is the no-effect control and ±100 the full control effect; nearly all actives have a fitted effect of over 55% in size
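Luminescence from the luciferase reporter, measured 30 min after ONE-Glo reagent at room temperature, was the read-out. Beforehand, 2,000 cells per well were exposed for 16 hr at 37 °C to 5-fluorouridine together with compound or vehicle.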
NPC1 promoter act: activates the NPC1 promoter; Huh7 NPC1 promoter luciferase reporter, 24 h; Potency, µM (highest dose often 9.22 µM), for inactives: top-dose activation, usual class: activators; actives 2.4% (n = 320,000); AID 485313;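 further: potency means the concentration at half of the fitted maximal effect; % of control where 0% means no effect; nearly all actives have a fitted effect of over 60% in size; reporter is driven by a mutant NPC1 promoter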
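Stable NPC1-promoter luciferase Huh7 line; cpd (DMSO) 24 h, 37 °C, 5% CO2; Amplite luciferase reagent 10 min RT; luminescence readout. qHTS format.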
p53 reactivation: mutant p53 re-activation in reporter cells | H1299 p53-A138V BP100-luciferase reporter, luminescence, 24 h | Potency, µM (doses to about 92.2 µM), inactives show top-dose activity change, positive = activation, hits mostly activators | actives 0.063% (n = 320,000); further: potency means the concentration at half of the fitted maximal effect; % of control where 0% means no effect; nearly all actives have a fitted effect of over 45% in size
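p53-null H1299 cells stably carrying temperature-sensitive p53-A138V and a BP100-luciferase reporter were pinned with compounds (4-point, 1:5 series) and held 24 hrs at 37 deg C. Luminescence was read 10 min after detection reagent.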
Gal4-VP16 FLuc: inhibits Gal4-VP16 luciferase reporter, ROR gamma counter-screen; Drosophila S2 Gal4-VP16 UAS-luciferase, luminescence, 20 h; AID 2546; Potency, µM (doses to about 53.6 µM), inactives show at the top dose activity, negative = inhibition, actives largely listed as inhibitors; actives 3.5% (n = 310,000);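 further: Gal4-VP16 expression switched on by copper sulfate through the metallothionein promoter; potency means the concentration at half of the fitted maximal effect; on the % scale 0 is the no-effect control and ±100 the full control effect; nearly all actives have a fitted effect of over 50% in size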
TRPV1 agonist: agonists of human vanilloid receptor 1 (TRPV1) | Q8NER1 | TRPV1-expressing cells, Fluo-8 calcium influx, agonist mode | activation, % at 8.33 µM | actives 0.19% (n = 320,000); in the data active means activation above about 80%; inconclusive means between about 30% and that limit; further: 0% is about no effect
Target sequence (Q8NER1 whole entry, looked up): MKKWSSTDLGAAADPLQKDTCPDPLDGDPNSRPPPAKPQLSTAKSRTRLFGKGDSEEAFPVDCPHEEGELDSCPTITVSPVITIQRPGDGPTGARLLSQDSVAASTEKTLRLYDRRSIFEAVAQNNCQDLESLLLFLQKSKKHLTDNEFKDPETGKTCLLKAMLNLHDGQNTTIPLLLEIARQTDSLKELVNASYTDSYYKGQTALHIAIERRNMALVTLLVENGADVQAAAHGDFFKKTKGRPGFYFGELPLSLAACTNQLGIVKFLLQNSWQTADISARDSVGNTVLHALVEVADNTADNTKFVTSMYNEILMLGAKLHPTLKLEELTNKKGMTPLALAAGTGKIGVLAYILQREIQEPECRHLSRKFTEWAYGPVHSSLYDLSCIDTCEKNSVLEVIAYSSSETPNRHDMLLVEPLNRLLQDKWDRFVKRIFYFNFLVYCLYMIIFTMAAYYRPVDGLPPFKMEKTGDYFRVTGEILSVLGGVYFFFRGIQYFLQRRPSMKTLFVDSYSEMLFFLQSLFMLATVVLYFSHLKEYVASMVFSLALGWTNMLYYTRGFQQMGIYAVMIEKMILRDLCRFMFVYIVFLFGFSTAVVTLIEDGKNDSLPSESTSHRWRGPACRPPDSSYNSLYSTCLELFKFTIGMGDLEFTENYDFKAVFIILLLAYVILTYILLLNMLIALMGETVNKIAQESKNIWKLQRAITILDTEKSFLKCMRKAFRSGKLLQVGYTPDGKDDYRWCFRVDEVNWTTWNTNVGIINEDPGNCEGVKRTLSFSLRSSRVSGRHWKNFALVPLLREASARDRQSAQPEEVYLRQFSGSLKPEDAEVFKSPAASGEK
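TRPV1-expressing cells were cultured overnight at 35.5C and loaded with Fluo-8 calcium dye for 40 to 90 min at room temperature. After a 10 s baseline, compound was added and calcium influx was read kinetically for 3 min (ex 480/em 520 nm).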
ELG1 genotox: genotoxicity induction in ELG1-luciferase HEK293T cells | AID 504466 | HEK293T ELG1-luciferase reporter, luminescence, 16 h | actives 1.3% (n = 330,000) | Potency, µM (top dose mostly 46 µM), without a hit: at the top dose activity change, positive = activation, usual class: activators; further: potency means the concentration at half of the fitted maximal effect; % of control where 0% means no effect; nearly all actives have a fitted effect of over 60% in size
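HEK293T cells expressing luciferase-tagged ELG1 were treated with compound or DMSO for 16 hr at 37°C. Luciferase activity was then read after 30 min with ONE-Glo at room temperature; rising signal flags genetic stress.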
FLuc modulator: firefly luciferase modulation, counter-screen for miR-21 project; P08659; Potency, µM (highest dose often 57.5 µM), for the others: top-dose activity change, negative = inhibition, actives largely listed as inhibitors; actives 6.9% (n = 360,000); AID 588342; purified FLuc, Km substrates, luminescence inhibition;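 further: potency means the concentration at half of the fitted maximal effect; plate controls were vehicle for no effect and reference inhibitor for full effect; nearly all actives have a fitted effect of over 55% in size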
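Biochemical qHTS of compounds, final roughly 60 µM downward over six points, against 10 nM purified firefly luciferase using Km concentrations of substrates (10 uM D-luciferin, 10 uM ATP) in Tris acetate pH 7.5 buffer; luminescence output.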
BRCA1 expr up: BRCA1 expression activation. actives 1.1% (n = 380,000). Potency, µM (top dose mostly 46.1 µM), for inactives: at the highest dose activation, most hits filed as activators. MCF7-BRCA1-FFLuc reporter, luminescence, 48 h; response scale: scaled: vehicle 0%, 10 µM genistein 100%; further: potency means the concentration at half of the fitted maximal effect; nearly all actives have a fitted effect of over 80% in size; some results filed as inactive show a strong effect at the top dose
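First, MCF7-BRCA1-FFLuc cells (2000/well) attach for 2 h; next, compounds are pin-added and incubated 48 h at 37 °C; finally, luciferase reagent is added and luminescence read after 15 min.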
Rab9 prom act: activators of Rab9 promoter; AID 485297; Potency, µM (doses to about 9.22 µM), inactives show top-dose activation, negative = inhibition, most hits filed as activators; Huh7 Rab9 promoter-luciferase reporter, luminescence, 24 h; actives 2.8% (n = 320,000); further: potency means the concentration at half of the fitted maximal effect; % of control where 0% means no effect; nearly all actives have a fitted effect of over 60% in size
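Rab9 promoter-driven luciferase in stably transfected Huh7 cells; 1500 cells/well rested 2 h, exposed to compound in DMSO for 24 h at 37 °C, 5% CO2. Luminescence read 10 min after adding luciferase reagent at ambient temperature.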
RORgamma inh: ROR gamma (mouse) transcription inhibition; Potency, µM (top dose mostly 53.6 µM), for the others: at the top dose activity change, negative = inhibition, usual class: inhibitors; Drosophila S2 Gal4-RORgamma UAS-luciferase reporter, 20 h; AID 2551; actives 5.4% (n = 310,000); P51450; further: potency means the concentration at half of the fitted maximal effect; on the % scale 0 is the no-effect control and ±100 the full control effect; nearly all actives have a fitted effect of over 60% in size
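ROR gamma transcriptional activity was tracked as Gal4-UAS luciferase output in stably transfected Drosophila Schneider cells, with compound added 1 hr before 700 uM copper sulfate induction and a 20 hr ambient-temperature incubation.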
Tb PFK inh: inhibitors of T. brucei phosphofructokinase. O15648. T. brucei PFK, ADP-Glo luminescence. Potency, µM (series often up to 57.5 µM), for inactives: at the top dose activity, negative = inhibition, hits mostly inhibitors. actives 0.17% (n = 330,000);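 further: potency means the concentration at half of the fitted maximal effect; 0% = uninhibited 1x PFK enzyme wells and -100% = no-enzyme wells; nearly all actives have a fitted effect of over 60% in size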
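Luminescent ADP detection (ADP-Glo, two-step: ATP depletion then ADP-to-ATP conversion for luciferase) reported PFK activity after 45 min room-temperature reaction of 1.25 nM enzyme with 0.5 mM F6P and 0.1 mM ATP at pH 8.0.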
* = called active by the depositor; u = inconclusive; x = not tested or not shown; [ ] = dose if it differs, or a comment. Unless noted, the call rests on the fitted dose curve; in most records, active means well fitted curve in the direction sought with a large enough effect; inconclusive means small, poorly fitted or top-dose-only effect, or another doubt; inactive means no such curve, though single readings can be large; an effect the other way counts as inactive or inconclusive.

1) COc1ccc(NC(=O)c2ccc(COCC(F)(F)F)cc2)cc1OC
2) Cc1c(S(=O)(=O)N2CCCC(C(=O)O)C2)cnn1C (configuration not stated)
3) CCCN1C(=O)c2ccccc2NC1c1cc(OC)c(OC)c(OC)c1 (configuration not stated)
4) CN(C)Cc1c(-c2ccc(Cl)cc2)nc2ccccn12
5) OCC1(Cc2ccccc2)CCN(C2CCN(c3ccc(F)c(F)c3)CC2)CC1
6) Cc1cc(C)c(NC(=O)CNC(=O)CNC(=O)C2CCCCC2)c(C)c1
7) CC(C)NC(=O)C1CCCN(S(C)(=O)=O)C1 (configuration not stated)
8) COc1cc(C(=O)NCCc2ccc(S(N)(=O)=O)cc2)ccc1OCc1c(C)noc1C
9) CCCOc1ccc(/C(O)=C2\C(=O)C(=O)N(CCCN(C)C)C23C(=O)N(C)c2ccccc23)cc1 (configuration not stated)
10) CSC1=NC2(CC(c3ccccc3)Oc3cc(O)ccc32)CC(C)(C)N1 (configuration not stated)
assay / entry,1,2,3,4,5,6,7,8,9,10
ELG1 DNA repair,11%,5%,6%,u,1%,10%,7%,-7%,11%,-1%
NPC1 promoter act,-6%,-1%,-3%,u,-4%,-3%,-4%,1%,1%,-2%
p53 reactivation,3%,3%,23%,1%,1%,-12%,4%,-4%,-2%,-8%
Gal4-VP16 FLuc,-1%,2%,-5%,u,3%,x,0%,x,8%,-6%
TRPV1 agonist,u,2,1,4,3,1,1,-2,3,-1
ELG1 genotox,-2%,2%,5%,u,0%,0%,0%,1%,0%,-4%
FLuc modulator,u,1%,-1%,12µM*,-2%,x,1%,6%,2%,-1%
BRCA1 expr up,31%,-10%,-36%,76%,-5%,2%,6%,-1%,x,-29%
Rab9 prom act,-1%,1%,-1%,u,-3%,-1%,-5%,-3%,-8%,0%
RORgamma inh,35%,-7%,u,-41%,-38%,x,-35%,x,26%,-8%
Tb PFK inh,-2%,1%,6%,6%,3%,0%,0%,1%,7%,1%

11) O=S1(=O)C=C(Oc2ccc3ccccc3c2)c2ccccc21
12) CCOC(=O)c1cnc2ccc(OCC)cc2c1NCCN1CCOCC1
13) COCCNC(=O)/C(C#N)=C/c1ccc(OCc2ccc(F)cc2)cc1
14) CC(=O)c1cn(CC(=O)Nc2ccccc2C(F)(F)F)c2ccccc12
15) CCOC(=O)C1CCN(C(=O)CSc2nnc(-c3ccco3)n2-c2ccccc2)CC1
16) O=S(=O)(Nc1cccc(S(=O)(=O)N2CCOCC2)c1)c1ccc(Cl)s1
17) Cc1cc(C)c(S(=O)(=O)NCc2csc(C)n2)c(C)c1
18) CCOC(=O)C1=C(CSc2nc3c(cc2C#N)CN(C)CC3)OC(N)=C(C#N)C1c1ccc(F)cc1 (configuration not stated)
19) CCOC(=O)c1c(-c2ccccc2)nc2ccc(C)cn12
20) CC(Sc1nnc2n1CCCCC2)C(=O)Nc1ccc(S(N)(=O)=O)cc1 (configuration not stated)
assay / entry,11,12,13,14,15,16,17,18,19,20
ELG1 DNA repair,u,20%,8%,0%,u,-8%,-30%,19%,u,13%
NPC1 promoter act,-1%,0%,1%,-6%,0%,-1%,4%,5%,3.5µM*,1%
p53 reactivation,3%,-2%,12%,x,-26%,1%,-13%,4%,11%,-1%
Gal4-VP16 FLuc,u,-2%,-17%[10 µM],u,0%,-4%,-2%,-9%,-1%,x
TRPV1 agonist,3,9,17,1,-2,0,4,-12,u,-1
ELG1 genotox,-5%,-4%,-12%,-2%,-7%,-3%,-2%,-6%,u,1%
FLuc modulator,-19%,-3%,0%,-2%,2%,-5%,-3%,-1%,9.5µM*,-2%
BRCA1 expr up,6%,-5%,u,-20%,-2%,-19%,0%,-33%,43%,7%
Rab9 prom act,-5%,-3%,-2%,-19%,0%,-9%,-15%,20%,2.2µM*,1%
RORgamma inh,u,12%,-9%,-7%[1.91 µM],16%,7%,1%,15%,u,x
Tb PFK inh,2%,-2%,-7%,0%,2%,-2%,-8%,-2%,-1%,1%

Single records (already shown).
Cc1cc(C)c(S(=O)(=O)NCc2csc(C)n2)c(C)c1 reads ELG1 DNA repair: -30%; NPC1 promoter act: 4%; p53 reactivation: -13%; Gal4-VP16 FLuc: -2%; TRPV1 agonist: 4; ELG1 genotox: -2%; FLuc modulator: -3%; BRCA1 expr up: 0%; Rab9 prom act: -15%; RORgamma inh: 1%; Tb PFK inh: -8%
CCOC(=O)C1=C(CSc2nc3c(cc2C#N)CN(C)CC3)OC(N)=C(C#N)C1c1ccc(F)cc1 (configuration not stated) reads ELG1 DNA repair: 19%; NPC1 promoter act: 5%; p53 reactivation: 4%; Gal4-VP16 FLuc: -9%; TRPV1 agonist: -12; ELG1 genotox: -6%; FLuc modulator: -1%; BRCA1 expr up: -33%; Rab9 prom act: 20%; RORgamma inh: 15%; Tb PFK inh: -2%
CC(=O)c1cn(CC(=O)Nc2ccccc2C(F)(F)F)c2ccccc12 reads ELG1 DNA repair: 0%; NPC1 promoter act: -6%; p53 reactivation: x; Gal4-VP16 FLuc: u; TRPV1 agonist: 1; ELG1 genotox: -2%; FLuc modulator: -2%; BRCA1 expr up: -20%; Rab9 prom act: -19%; RORgamma inh: -7%[1.91 µM]; Tb PFK inh: 0%

Additional compounds follow:
21) COc1ccc2c(C)nc(Nc3nc(C)c(C)c(=O)[nH]3)nc2c1
22) COc1ccc(Br)cc1CNC(=O)CCNC(=O)Cn1ccc2ccccc2c1=O
23) COc1ccc(/C=N/NC(C)(C)C)c(OC)c1
24) COc1cc(CNC(=O)c2ccc(Cn3nc(C)c(Cl)c3C)o2)cc(OC)c1
25) Cc1oc(CC(C)C)cc1C(N)=O
26) COc1ccc(C(=O)c2c3ccc(C(F)(F)F)cc3[n+]([O-])n2CCCC(N)=O)cc1
27) O=C(O)CSCc1nc2ccccc2s1
28) CCCOc1ccc(/C(O)=C2\C(=O)C(=O)N(CCCOC)C23C(=O)N(C)c2ccccc23)cc1 (configuration not stated)
29) O=C(CNC(=O)c1ccncc1)N/N=C/c1cc(Br)ccc1O
30) O=C(NNC(=O)c1ccc(S(=O)(=O)N2CCOCC2)cc1)c1ccccc1
assay / entry,21,22,23,24,25,26,27,28,29,30
ELG1 DNA repair,u,-16%,15%,18µM*,8%,1%,u,4%,-4%,18%
NPC1 promoter act,u,3%,1%,-1%,-6%,6%,2%,4%,-5%,0%
p53 reactivation,u,0%,1%,-16%,3%,2%,u,-2%,5%,1%
Gal4-VP16 FLuc,2.8µM*,-9%,-13%,-1%,-15%,x,u,-1%,-6%,-5%
TRPV1 agonist,-5,1,-4,4,20,u,0,-1,-6,2
ELG1 genotox,u,-1%,2%,-12%,-1%,1%,12%,-8%,-1%,0%
FLuc modulator,9.5µM*,2%,0%,-2%,0%,-4%,u,-2%,-2%,-2%
BRCA1 expr up,-99%[inhibitor],-2%,-23%,-36%,3%,20%,-1%,-17%,-21%,-27%
Rab9 prom act,u,9%,-3%,-1%,-2%,0%,12%,16%,-7%,-2%
RORgamma inh,5µM*,-6%,1%,21%,6%,x,-30%,16%,-7%[10 µM],29%
Tb PFK inh,1%,1%,-3%,-3%,-2%,-20%,2%,u,0%,-7%

31) CC(=O)N1c2ccccc2Nc2ccccc21
32) Cn1c(=NC(=O)c2ccccc2[N+](=O)[O-])sc2cccc(F)c21
33) O=C(Cn1cc2c(n1)CCCC2)Nc1cc(-c2cccc(Cl)c2)no1
34) O=C(NNc1c([N+](=O)[O-])cc(C(F)(F)F)cc1[N+](=O)[O-])c1ccco1
35) O=C(N/N=C/c1cc([N+](=O)[O-])c(N2CCOCC2)cc1N1CCOCC1)c1cccnc1
assay / entry,31,32,33,34,35
ELG1 DNA repair,10%,u,u,18µM*,-13%
NPC1 promoter act,2%,0.56µM*,16%,-2%,-6%
p53 reactivation,-5%,13%,4%,-23%,-1%
Gal4-VP16 FLuc,u,15%,u,u,-1%
TRPV1 agonist,2,-1,1,-2,2
ELG1 genotox,14%,u,u,-21%,10%
FLuc modulator,1%,0.6µM*,-18%,u,-5%
BRCA1 expr up,5%,u,94%,-42%,2%
Rab9 prom act,2%,0.5µM*,15%,-1%,-1%
RORgamma inh,u,3%,u,u,1%
Tb PFK inh,0%,0%,-5%,-20%,-2%
